# GAA glycogen mod: qHTS Assay for Inhibitors and Activators of Human alpha-Glucosidase Cleavage of Glycogen | Lysosomal alpha-glucosidase (Homo sapiens), P10253 | recombinant GAA, glycogen substrate, Amplex Red glucose oxidase fluorescence | Potency, µM (highest dose often 76.4 µM), for the others: at the highest dose activity change, negative = inhibition, hits mostly inhibitors | 300,000 compounds, 0.38% hits | AID 2100, 2009;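 note: 0% = full enzyme reaction and -100% = no-enzyme basal signal; the screen sought inhibitors and activators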
#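 Natural-substrate format: glycogen cleavage by 4 nM human enzyme, glucose read by Amplex Red coupling (Ex 573, Em 610 nm). Normalized to enzyme and no-enzyme controls.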
# NPSR antag: qHTS Assay for Antagonists of the Neuropeptide S Receptor: cAMP Signal Transduction. Q6W5P4. CHO-NPSR cells, cAMP TR-FRET, antagonist mode. Potency, µM (titrated, usually from 38.3 µM), inactives show at the highest dose activity change, negative = inhibition, hits mostly inhibitors. 220,000 compounds, 1% hits. AID 1461, 2008; note: % is set by controls: 0 for no effect and ±100 for the full control effect; nearly all actives have a fitted effect of over 50% in size; many of its hits are not listed in these tables
# Tau fluor cs: Counterscreen qHTS for Inhibitors of Tau Fibril Formation, Fluorescence Polarization; tau K18 P301L Alexa594 fluorescence, heparin fibrillization; Potency, µM (doses to about 57.7 µM), inactives show top-dose activity change, negative = decrease; 280,000 compounds, 0.93% hits; note: % is set by controls: 0 for no effect and ±100 for the full control effect; nearly all actives have a fitted effect of over 55% in size
#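 Human tau K18 P301L (15 uM unlabeled, 0.24 uM Alexa 594-labeled) in 100 mM sodium acetate pH 7 with 20 uM heparin, 6 hr at 37 C. ThT 30 uM added, 1 hr ambient; Alexa 594 FP and total fluorescence read at 555/632 nm.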
# GAA spleen mod: qHTS Assay for Inhibitors and Activators of Human alpha-Glucosidase From Spleen Homogenate | Lysosomal alpha-glucosidase (Homo sapiens), P10253 | human spleen homogenate, 4-MU-alpha-glucoside fluorescence | Potency, µM (titrated, usually from 79.9 µM), without a hit: at the highest dose activity change, negative = inhibition, actives largely listed as inhibitors | 240,000 compounds, 0.006% hits;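 note: 0% = enzyme with vehicle and -100% = no enzyme basal signal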
#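 Compounds were titrated against alpha-glucosidase in spleen homogenate at pH 5.0, with 1 mM 4-methylumbelliferyl substrate for 40 min at 37 C. Reactions were quenched with pH 10 NaOH/glycine and fluorescence measured.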
# Epigenetic derep: Quantitative High-Throughput Screen for Regulators of Epigenetic Control; Potency, µM (doses to about 53.9 µM), inactives show at the top dose GFP activation, most hits filed as activators; 280,000 compounds, 0.2% hits; murine LDR cells, GFP reporter derepression, 30 h; note: % of control where 0% means no effect; nearly all actives have a fitted effect of over 60% in size
#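 GFP-positive cell count by laser-scanning cytometry (objects 20–120 um) after 30 h, 37 C compound exposure of murine LDR cells; reporter is CMV-GFP integrated at a silenced locus, inducible by HDAC or DNMT inhibitors.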
# GAA inhib: qHTS Assay for Inhibitors of Human alpha-Glucosidase as a Potential Chaperone Treatment of Pompe Disease; Lysosomal alpha-glucosidase (Homo sapiens), P10253; AID 1466, 2008; 200,000 compounds, 0.005% hits; purified human GAA, 4-MU-alpha-glucoside fluorescence; Potency, µM (series often up to 76.9 µM), without a hit: top-dose activity change, negative = inhibition, usual class: inhibitors;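 note: plate controls were uninhibited enzyme wells for no effect and no-enzyme background for full effect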
#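 Human alpha-glucosidase, 4 nM, pre-mixed with test compounds before 400 uM 4-methylumbelliferyl substrate; 20 min room temperature at pH 5.0. Fluorescence read after pH 10 stop; AC50 values from Hill-equation fits.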
# ALDH1A1 inh: qHTS Assay for Inhibitors of Aldehyde Dehydrogenase 1 (ALDH1A1) | Potency, µM (doses to about 75.3 µM), for inactives: at the highest dose activity, negative = inhibition, actives largely listed as inhibitors | Aldehyde dehydrogenase 1A1 (Homo sapiens), P00352 | Purified ALDH1A1, NADH fluorescence, propionaldehyde substrate | 220,000 compounds, 7.3% hits; active = well fitted inhibition curve with a large enough effect, not every such curve was filed as active; inconclusive = small, poorly fitted or top-dose-only effect, or another doubt; inactive = no such curve, though single readings can be large or run the other way;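 note: plate controls were no enzyme wells and a reference inhibitor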
# Target sequence (P00352 whole entry, looked up): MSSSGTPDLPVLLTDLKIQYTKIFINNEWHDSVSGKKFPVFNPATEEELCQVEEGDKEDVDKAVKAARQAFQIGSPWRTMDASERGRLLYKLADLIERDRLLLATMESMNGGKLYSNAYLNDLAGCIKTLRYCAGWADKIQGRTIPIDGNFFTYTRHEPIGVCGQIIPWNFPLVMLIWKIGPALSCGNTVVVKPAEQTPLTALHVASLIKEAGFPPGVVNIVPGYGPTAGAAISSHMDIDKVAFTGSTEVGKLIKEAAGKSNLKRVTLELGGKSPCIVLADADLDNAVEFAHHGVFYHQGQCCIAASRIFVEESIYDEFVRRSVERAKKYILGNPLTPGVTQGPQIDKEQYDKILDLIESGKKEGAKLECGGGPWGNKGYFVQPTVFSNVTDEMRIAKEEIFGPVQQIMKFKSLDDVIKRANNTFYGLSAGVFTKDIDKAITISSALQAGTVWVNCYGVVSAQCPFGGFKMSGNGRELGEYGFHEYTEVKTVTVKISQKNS
# aGal spleen mod: qHTS Assay for Inhibitors and Activators of Human alpha-Galactosidase From Spleen Homogenate. Alpha-galactosidase A (Homo sapiens), P06280. human spleen homogenate, 4MU-alpha-Gal fluorescence, 40 min. Potency, µM (top dose mostly 80 µM), inactives show at the highest dose activity change, negative = inhibition, usual class: inhibitors. 240,000 compounds, 0.008% hits. AID 2107, 2009;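 note: 0% = enzyme with vehicle and -100% = no enzyme basal signal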
# Target sequence (P06280 32-429 limits assumed): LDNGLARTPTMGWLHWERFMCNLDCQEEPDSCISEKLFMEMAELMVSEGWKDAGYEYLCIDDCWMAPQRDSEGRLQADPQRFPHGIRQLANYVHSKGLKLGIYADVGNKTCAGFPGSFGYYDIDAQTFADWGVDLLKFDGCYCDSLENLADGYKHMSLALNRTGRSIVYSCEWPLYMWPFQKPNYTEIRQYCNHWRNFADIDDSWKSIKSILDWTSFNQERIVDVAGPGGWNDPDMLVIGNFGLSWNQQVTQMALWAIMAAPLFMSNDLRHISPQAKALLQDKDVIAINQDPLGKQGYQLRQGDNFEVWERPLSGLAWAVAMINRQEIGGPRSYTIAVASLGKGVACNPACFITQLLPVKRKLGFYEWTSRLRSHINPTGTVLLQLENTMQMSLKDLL
#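 Human spleen homogenate (1 ug) was the enzyme source, with 4-methylumbelliferyl-alpha-D-galactopyranoside (1 mM final) in pH 5.0 citrate buffer with 0.01% Tween-20. Compounds were titrated; after 40 min at 37C, NaOH/glycine stop, 4-MU fluorescence read; AC50 from Hill fits.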
# * hit, by the source's call; ? = inconclusive; · = no result given; & = joins results of further samples; [ ] = dose if it differs, or a comment. Unless noted, calls come from the whole dose curve; as a rule, active = well fitted curve in the direction sought with a large enough effect; inconclusive = small, poorly fitted or top-dose-only effect, or another doubt; inactive = no such curve, though single readings can be large; an effect the other way counts as inactive or inconclusive. Potency is the fitted concentration of half-maximal effect. An excerpt; the hit share may differ from the screen's.
SMILES,GAA glycogen mod,NPSR antag,Tau fluor cs,GAA spleen mod,Epigenetic derep,GAA inhib,ALDH1A1 inh,aGal spleen mod
O=C(NCCN1CCCC1)c1ccccc1Cl,8%,-11%,-10%,0%,-0.1%,6%,-3%,-12%
Cc1nnc(SCC(=O)Nc2ccc3c(c2)OCO3)[nH]c1=O,?,20%,5%,-4%,-6.2%,1%,0%,3%
C=CCc1c(C)nc(SC)nc1Nc1ccc(C(C)=O)cc1,-6%,-25%[46.1 µM],-6%,-7%,1.8%,-12%,8.9µM*,-4%
COc1ccc(C(=O)OCC(=O)c2ccccc2)cc1S(=O)(=O)N1CCOCC1,4%,3%[46.1 µM],-15%,-5%,-0.7%,-2%,-7%,-6%
COc1ccc(Br)cc1C(=O)Nc1cccc2ncccc12,19%,1%,-13%,3%,6.2%,-22%,-13%,2%
CSc1cccc(NC(=O)c2cnn3ccccc23)c1,-1%,30%,-21%,8%,-0.3%,1%[15.4 µM],?,0%
O=C(c1cnn(-c2ccccc2)c1-n1cccc1)N1CCN(C2CCCCC2)CC1,14%,-10%,-8%,10%,1.2%,·,-8%,8%
CCC(C)NC(=O)C1(NC(=O)Nc2ccccc2)CCCCC1 (stereo unspecified),3%,0%,3%,-4%,-2.1%,2%,8%,-3%
CCCn1nc(NC(=O)c2cccs2)c2cc3cccc(C)c3nc21,-2%,?,?,-8%,-0.3%,·,·,15%
Cc1ccc(NC(=O)c2cc(-c3ccco3)on2)cc1,9%,-6%[46.1 µM],2%,-6%,-0.9%,-2%,?,-6%
COc1cccc2c1OCC(CN1CCN(Cc3ccccc3)C(CCO)C1)=C2 (stereo unspecified),-21%,13%,-10%,4%,2.1%,-3%,1%,4%
Cc1ccc(NC(=O)Cn2nnc(-c3ccccc3-n3cnnn3)n2)c(C)c1,3%,-6%,-8%,-1%,-0.1%,2%,-5%,-1%

# Quoted from the listing.
# `C=CCc1c(C)nc(SC)nc1Nc1ccc(C(C)=O)cc1` in Epigenetic derep is entered as 1.8%
# `CCC(C)NC(=O)C1(NC(=O)Nc2ccccc2)CCCCC1` (stereo unspecified) in GAA inhib is entered as 2%
# `COc1ccc(Br)cc1C(=O)Nc1cccc2ncccc12` in NPSR antag is entered as 1%

# (further entries)
SMILES,GAA glycogen mod,NPSR antag,Tau fluor cs,GAA spleen mod,Epigenetic derep,GAA inhib,ALDH1A1 inh,aGal spleen mod
Cc1cc(Br)cc(C)c1OCC(=O)NNC(=O)CCC(=O)NCc1ccccc1,3%,20%,1%,2%,-0.1%,6%,-4%,1%
O=C(COC(=O)c1ccc(Br)cc1)NCCN1C(=O)CSC1=O,7%,8%,-7%,-1%,-4.1%,-6%,?,-3%
O=C(CCC(=O)c1ccc(F)cc1)Nc1cccnc1,-2%,8%[46.1 µM],-1%,-2%,-1.0%,4%,8%,-6%
COc1cccc(-c2nnc3n2N=C(c2cc(OC)ccc2OC)CS3)c1,?,?,-9%,-3%&5%,11%,1%,-6%,2%&15%
NC1=NC(c2ccccc2)=NC1(NC(=O)c1ccccc1)C(Cl)Cl (stereo unspecified),2%,15%,2%,3%,-1.1%,·,·,9%
CS(=O)(=O)N(CC(=O)NCC1CCCO1)Cc1ccc(Cl)cc1 (stereo unspecified),6%,-6%[46.1 µM],1%,2%,0.0%,-9%,16%,2%
CS(=O)(=O)N(Cc1ccccc1)c1ccccn1,0%,-18%[46.1 µM],3%,-2%,-2.7%,-7%,?,3%
Cn1c(=O)c2c(SCC(=O)c3ccccc3)nc(C3CC3)nc2n(C)c1=O,-3%,-9%[46.1 µM],-6%,-9%,-1.6%,-1%,14%,-5%
CCOC(=O)C(=O)N1CCN(CC)CC1,0%,7%,1%,9%,-1.5%,-8%,15%,9%
CCOC(=O)c1cnn(-c2nc(-c3cccc(F)c3)cs2)c1C(F)(F)F,-6%,-27%[46.1 µM],-26%,-11%,-0.9%,?,?,-17%
Cc1cccc(CC(=O)Nc2cc(C)c3c(=O)oc4ccccc4c3n2)c1,8%,-3%[46.1 µM],-11%,-2%,0.0%,5%,-6%,1%
C=CCN(C(=O)CNC(=O)c1cccs1)C(C(=O)NC(C)(C)C)c1ccccc1 (stereo unspecified),9%,-10%,-7%,1%,1.9%,10%,10%,1%
O=C(c1ccco1)N1CCCN(C(=O)c2ccco2)CC1,3%,1%[46.1 µM],6%,3%,-2.1%,-8%,1%,2%
CC(=O)CC1OC(=O)C(Br)=C1NCc1ccccc1 (stereo unspecified),0%,1%[46.1 µM],-19%,-2%,7.9µM*,-9%,?,7%
O=C1c2ccccc2C(=O)N1CCc1csc(-c2ccc(F)cc2)n1,-3%,-7%[46.1 µM],-18%,-5%,-5.9%,-4%,?,6%
Cc1ccc(Cl)cc1NC(=S)N(Cc1ccco1)C(C)c1cccs1 (stereo unspecified),-6%,-39%,?,2%,7.4%,-3%,-5%,2%
S=C(NCc1ccccc1)NC1CCCCC1,-12%,0%,-13%,3%,-8.5%,10%,-2%,4%
Cc1ccc(C(=O)OCC(=O)Nc2sc3c(c2C#N)CCCCC3)cc1NC(=O)c1ccco1,-3%,-17%[46.1 µM],-29%,-13%,-1.1%,-14%,-12%,15%
Clc1nc2ccccc2cc1/C=N/Nc1nc2ccccc2[nH]1,-25%,3%,?,-6%,-1.1%,-2%,-2%,4%
CCOc1ccccc1-c1nc(C(N)=O)c2[nH]c(=O)n(-c3cccc(C)c3)c2n1,-6%,?,-17%,-8%,-2.2%,-7%,-12%,-15%
O=C(Nc1ccc(NC(=O)c2ccncc2)cc1)c1ccncc1,-9%,-6%,-10%,-2%,-0.3%,?,7%,-3%
Cc1nc(SC2CC(=O)N(c3ccc([N+](=O)[O-])cc3)C2=O)nc2c1CCCC2 (stereo unspecified),-5%,-6%[46.1 µM],-18%,3%,-0.9%,-5%,1.8µM*,4%
COc1ccc(S(=O)(=O)N(CC(=O)O)c2ccccn2)cc1,9%,-16%[46.1 µM],0%,-1%,0.0%,-12%,?,-7%
O=C(c1ccccc1Cl)N1CCSCC1,0%,-19%,2%,1%,-1.1%,·,·,8%

# With a hit mark in ALDH1A1 inh (from the list above):
Structure,NPSR antag,GAA spleen mod,Epigenetic derep,GAA inhib,ALDH1A1 inh,aGal spleen mod
C=CCc1c(C)nc(SC)nc1Nc1ccc(C(C)=O)cc1,-25%[46.1 µM],-7%,1.8%,-12%,8.9µM*,-4%
Cc1nc(SC2CC(=O)N(c3ccc([N+](=O)[O-])cc3)C2=O)nc2c1CCCC2 (stereo unspecified),-6%[46.1 µM],3%,-0.9%,-5%,1.8µM*,4%

# Back to the main list with the four entries that preceded the break.
SMILES,GAA glycogen mod,NPSR antag,Tau fluor cs,GAA spleen mod,Epigenetic derep,GAA inhib,ALDH1A1 inh,aGal spleen mod
O=C(Nc1ccc(NC(=O)c2ccncc2)cc1)c1ccncc1,-9%,-6%,-10%,-2%,-0.3%,?,7%,-3%
Cc1nc(SC2CC(=O)N(c3ccc([N+](=O)[O-])cc3)C2=O)nc2c1CCCC2 (stereo unspecified),-5%,-6%[46.1 µM],-18%,3%,-0.9%,-5%,1.8µM*,4%
COc1ccc(S(=O)(=O)N(CC(=O)O)c2ccccn2)cc1,9%,-16%[46.1 µM],0%,-1%,0.0%,-12%,?,-7%
O=C(c1ccccc1Cl)N1CCSCC1,0%,-19%,2%,1%,-1.1%,·,·,8%
COc1ccccc1CN1C(=O)[C@@H]2C(CC(N)=O)NC3(C(=O)Nc4c3ccc(Cl)c4C)[C@@H]2C1=O (stereo partly specified),-11%,-13%[46.1 µM],0%,2%,-7.3%,2%,?,-1%
Cn1c(=O)c2c(nc(Oc3ccc4ccccc4c3)n2C)n(C)c1=O,-9%,-10%[46.1 µM],-4%,4%,-0.8%,0%,?,9%
Cc1ccc(-c2noc(-c3ccccc3Br)n2)cc1,7%,-18%[46.1 µM],-17%,-7%,0.9%,-11%,9%,0%
COCCn1c(SCC(=O)NCCc2ccccc2)nnc1-c1ccco1,6%,-13%[46.1 µM],7%,-2%,-3.3%,-1%,?,-1%
Cn1cc(-c2ccc(Cl)cc2)cc(C#N)c1=O,-5%,5%,1%,·,-1.1%,?,?,-2%
CN1CCN(CC(=O)N2CCn3c4c(c5cc(C6CCCCC6)ccc53)CCCC42)CC1 (stereo unspecified),-27%,?,-20%,1%,-1.1%,?,?,7%
C=CCNC(=S)Nc1nc2c(cc1C(=O)OCC)COC(C)(C)C2,0%,-19%,-15%,5%,0.3%,·,·,-4%
O=C1CC(c2ccc(O)c(O)c2)Oc2c1ccc(O)c2O (stereo unspecified),11µM*,12%,?,-2%,2.6%,·,·,-1%
CCc1ccc(NC(=O)c2cccnc2)cc1,6%,-5%[46.1 µM],0%,-1%,0.0%,-3%,0%,5%
Cc1noc(C)c1CN(C(=S)NC1CC2CCC1C2)c1ccccc1 (stereo unspecified),-1%,?,-13%,7%,1.5%,?,-1%,10%
